Nrf2 inh = inhibitors of Nrf2 signaling; A549 ARE-Fluc reporter, luciferase luminescence, 18-24 h; Potency, µM (doses to about 46 µM), for the others: top-dose activity change, negative = inhibition, usual class: inhibitors; hit rate 2.1% among 360,000; AID 504444; also: potency is read from the fitted curve at half-maximal effect; % is scaled to controls: 0 for no effect and ±100 for the full control effect; nearly all actives have a fitted effect of over 60% in size
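Nrf2 activity is the BugLite luminescence, read 15 min after reagent at room temperature, following CellTiter-Fluor cytotoxicity readout (30 min, 37C). Compound titrations were applied for 18-24 h to 5000 A549 ARE_Fluc cells/well in 5% FBS OPTI-MEM.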
HepG2 tox = counter-screen for TGF-b inhibitors: cytotoxicity in HepG2 cells | HepG2 CAGA-GFP viability, ATP luminescence, 18 h | Potency, µM (top dose mostly 46.1 µM), inactives show at the top dose activity change, negative = cytotoxicity, most hits filed as cytotoxic | hit rate 0.76% among 410,000; also: potency is read from the fitted curve at half-maximal effect; some results filed as inactive show a strong effect at the top dose
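CellTiter-Glo luminescence gave cytotoxicity after 18 hours at 37 degrees C. The cells were HepG2 CAGA-GFP in 1% FBS DMEM, stimulated with 500 pg/mL TGF-beta after compound addition. %Activity was normalised to no-cell wells (complete cell-killing) and DMSO (no toxicity), and curves were fitted and classified.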
Akt phos inh = inhibitors of Akt phosphorylation; Neuro2A IGF-stimulated pAkt S473 HTRF, 20 min; stronger effect = lower value; activity change, % for hits at 50 µM; hit rate 0.32% among 360,000; AID 651550; in the data active = activity change below about -80%; inconclusive = mostly about -51% to -80%; also: % is scaled to controls: 0 for no effect and ±100 for the full control effect
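Single-point screen (50 µM final compound) in Neuro2A cells stimulated 20 min with 6 nM IGF at 37 deg C. After lysis, Ser473-phosphorylated Akt read by HTRF (ex 330 nm, em 615/665 nm) as the 665/615 ratio.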
CCT chaperon mod = modulators of cytosolic chaperonin (CCT/TRiC) activity; purified chaperonin ATPase assay, HTRF ADP detection, 30 min; activity change, % (concentration not given with the values), hits read low; hit rate 0.3% among 360,000; AID 651819; in the data active = activity change below about -30%; also: % is scaled to controls: 0 for no effect and ±100 for the full control effect
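ATPase activity: ADP formed was measured by HTRF Transcreener (665/615 nm ratio) after 30 min at 37 deg C with 10 uM ATP. Compounds screened at one 76 uM concentration against 40 or 20 nM TRiC in Tris pH 7.4/KCl/MgCl2/DTT buffer.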
Abeta rescue = compounds reversing amyloid beta toxicity in yeast; hit rate 0.063% among 410,000; yeast expressing A-beta42, growth rescue, OD600, 48 h; response scale: 0% DMSO, 100% iron-clioquinol control; AID 1347071; Potency, µM (series often up to 46.1 µM), for inactives: at the top dose growth rescue, usual class: activators; also: potency is read from the fitted curve at half-maximal effect; nearly all actives have a fitted effect of over 55% in size
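Yeast A-beta toxicity model in growth medium with pinned compounds, 48 h at 30 C; growth read as absorbance at 600 nm. Normalized to FeCl3/clioquinol equimolar mix (positive) and DMSO (negative).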
Nrf2 ARE act = activates Nrf2 signaling. Potency, µM (titrated, usually from 46.1 µM), for the others: at the highest dose activation, actives largely listed as activators. AREc32 ARE-luciferase reporter (MCF7-derived line), luminescence, 24 h. hit rate 0.31% among 410,000; also: potency is read from the fitted curve at half-maximal effect; % of control where 0% means no effect; nearly all actives have a fitted effect of over 65% in size
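Cells of the AREc32 ARE-luciferase line are plated in OPTI-MEM containing 5% FBS and left overnight at 37 deg C. Compounds are pinned in, incubation continues 24 hr, and firefly luciferase signal is then measured.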
TGFb SMAD3 inh = blocks TGF-b signaling; HepG2 CAGA-GFP TGF-b/SMAD3 reporter, GFP fluorescence, 18 h; TGF-beta stimulated, 500 pg/mL final; AID 588855; Potency, µM (doses to about 46.1 µM), for the others: at the highest dose activity, negative = inhibition, actives largely listed as inhibitors; hit rate 1.2% among 410,000; also: potency is read from the fitted curve at half-maximal effect; % is scaled to controls: 0 for no effect and ±100 for the full control effect; nearly all actives have a fitted effect of over 65% in size
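HEPG2 CAGA-GFP, 1000 cells/well; 2 h settle, 37 C; cpd via pin tool; TGF-b 500 pg/mL final; 18 h, 37 C; GFP imaging ex488/em500-530; %Activity normalised to -TGF-b and +DMSO controls; CRC fit, curve class.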
MmCpn inh = blocks the Methanococcus maripaludis chaperonin Mm-Cpn; hit rate 0.031% among 330,000; AID 504842; purified Mm-Cpn ATPase, ADP Transcreener TR-FRET; Potency, µM (titrated, usually from 76.9 µM), without a hit: at the top dose activity, negative = inhibition, most hits filed as inhibitors; also: potency is read from the fitted curve at half-maximal effect; % is scaled to controls: 0 for no effect and ±100 for the full control effect; nearly all actives have a fitted effect of over 80% in size
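ATPase read-out: TR-FRET ADP immunoassay (anti-ADP Eu cryptate vs ADP-d2), ex 320 nm, em 590/665 nm; signal drops as ADP forms. Enzyme 25 nM, ATP 10 uM, 30 min at 37°C after 10 min compound preincubation.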
A549 tox = counter-screen for Nrf2 inhibitors: cytotoxicity in A549 cells | A549 ARE-Fluc cells, CellTiter-Fluor viability, 18-24 h | Potency, µM (titrated, usually from 46 µM), for the others: at the top dose activity change, negative = cytotoxicity, actives largely listed as inhibitors | hit rate 0.16% among 390,000 | AID 504648; also: potency is read from the fitted curve at half-maximal effect; % is scaled to controls: 0 for no effect and ±100 for the full control effect
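A549 ARE-Fluc cells in 5% FBS OPTI-MEM, 5000 cells/well, rested 2 h then exposed to compounds in concentration-response for 18-24 h at 37 °C. Viability by CellTiter-Fluor fluorescence (Ex 405/Em 525) after 30 min; luciferase luminescence (BugLite, 15 min, RT) read afterwards.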
* = called active by the depositor; i = inactive; ? = inconclusive; · = not tested or not shown; & = joins results of further samples. Unless noted, calls follow the shape of the dose curve; as a rule, active = well fitted curve in the direction sought with a large enough effect; inconclusive = small, poorly fitted or top-dose-only effect, or another doubt; inactive = no such curve, though single readings can be large; an effect the other way counts as inactive or inconclusive.

SMILES	Nrf2 inh	HepG2 tox	Akt phos inh	CCT chaperon mod	Abeta rescue	Nrf2 ARE act	TGFb SMAD3 inh	MmCpn inh	A549 tox
Cc1ccccc1NC(=O)c1ccc2c(c1)N(C)CCS2	29.4%	-31.5%	i	0.1	6.7%	3.7%	-16.7%	-4.6%	-5.2%
CC1=NN(c2ccc(C)cc2C)C(=O)C1C(c1cccc(O)c1)C1C(=O)N(c2ccc(C)cc2C)N=C1C (stereo not given)	-5.5%	-29.8%	i	-3.5	-9.9%	10.7%	3.1%	-14.9%	-4.4%
C[C@]12c3[nH]c4ccccc4c3CCN1C(=O)C(CC(=O)NCCC1=CCCCC1)C[C@@H]2C(=O)N1CCCCC1 (stereo not given in full)	-2.7%	-3.5%	i	-0.7	6.6%	-0.3%	2.6%	?	1.5%
COC(=O)C1=C(C)N(c2ccc(F)c(Cl)c2)C(=O)C1	-30.3%	-21.7%	i	-3.1	5.7%	?	0.0%	-0.1%	0.0%
CCOC(=O)N1CCN(C(=O)c2ccc(OC(C)=O)cc2)CC1	8.9%	15.0%	i	0.7	-8.5%	0.6%	14.9%	0.4%	0.2%
COc1ccc(C(=O)CC(CC(=O)c2ccc(OC)cc2)C(=O)O)cc1	-1.3%	3.3%	i	-0.9	18.8%	-0.9%	2.3%	4.3%	-2.1%
CCN1C(=O)[C@H]2[C@@H](c3ccc(C(F)(F)F)cc3)N[C@]3(CCCN(Cc4ccc(C(F)(F)F)cc4)C3=O)[C@H]2C1=O	·	3.0%	i	-1.2	?	-0.6%	6.0%	·	·
Cc1ccc(-c2noc(C3CCCN(C(=O)C4CCCCC4)C3)n2)o1 (stereo not given)	3.3%	-22.7%	i	-2.1	12.0%	0.6%	2.2%	-7.1%	13.1%
Cc1ccc(S(=O)(=O)/N=C2/NC(=O)/C(=C\c3ccccc3)S2)cc1	?	-37.5%	i	0.9	0.0%	20.1%	?	-0.6%	-2.8%
N#CCCn1nc(-c2ccccc2)cc1Nc1ccccc1NC(=O)c1cccs1	-24.6%	-13.4%	i	-2.8	23.3%	-0.3%	-2.4%	1.6%	-8.7%
CCCCc1ccc(NC(=O)c2cc(-c3ccc(C)c(F)c3)on2)cc1	?	0.8%	·	·	3.3%	-1.0%	14.6%	·	-0.7%
CC(C)c1ccc(N=Cc2c(O)c3ccccc3oc2=O)cc1	?	-7.0%	i	1.0	-9.0%	6.8%	1.6%	-1.9%	-6.7%
CCN(CC)CCN=CC1=C(O)CNC1=O	?	-3.0%	i	-0.1	-22.0%	0.4%	3.5%	0.2%	-6.4%
CC1(C)CC(=O)/C(=C(\O)CCCN2C(=O)c3ccccc3C2=O)C(=NCC(=O)O)C1	?	0.6%	i	0.2	-17.4%	-0.5%	9.8%	-0.4%	0.6%
O=C(NCCCc1ccccc1)C1CCN(C(=O)N2CCOc3ccc(Cl)cc32)CC1	0.5%	-21.0%	·	·	9.1%	4.1%	?	·	-1.3%
COC(=O)CN(c1ccc(F)cc1)S(=O)(=O)c1ccccc1	4.0%	-3.6%	i	1.2	11.4%	-0.2%	-2.9%	0.2%	19.7%
CC1=Nc2ccc(C)cc2N(Cc2ccccc2)C(=O)C1	18.3%	-23.7%	i	-0.7	-2.0%	3.1%	5.8%	0.3%	-2.4%
CN(C)CCN(Cc1ccco1)c1ccccn1	8.2%	6.9%	i	-3.3	3.5%	-0.6%	24.1%	·	1.6%
CNC(=O)COC(=O)c1cc2c(s1)CCCC2	5.9%	12.7%	i	-0.8	-18.4%	-0.8%	5.1%	0.6%	0.7%
CN(C1CCCCC1)S(=O)(=O)c1ccc2c(c1)c(=O)c(C(=O)NCCc1ccccc1)cn2C	-17.4%	9.0%	·	·	-1.0%	-0.8%	0.5%	·	-5.1%

Arranged by length of the SMILES (rising): some entries from above.
SMILES	Nrf2 inh	HepG2 tox	Akt phos inh	CCT chaperon mod	Abeta rescue	Nrf2 ARE act	TGFb SMAD3 inh	MmCpn inh	A549 tox
CC1=Nc2ccc(C)cc2N(Cc2ccccc2)C(=O)C1	18.3%	-23.7%	i	-0.7	-2.0%	3.1%	5.8%	0.3%	-2.4%
CC(C)c1ccc(N=Cc2c(O)c3ccccc3oc2=O)cc1	?	-7.0%	i	1.0	-9.0%	6.8%	1.6%	-1.9%	-6.7%
COC(=O)CN(c1ccc(F)cc1)S(=O)(=O)c1ccccc1	4.0%	-3.6%	i	1.2	11.4%	-0.2%	-2.9%	0.2%	19.7%
CCCCc1ccc(NC(=O)c2cc(-c3ccc(C)c(F)c3)on2)cc1	?	0.8%	·	·	3.3%	-1.0%	14.6%	·	-0.7%
N#CCCn1nc(-c2ccccc2)cc1Nc1ccccc1NC(=O)c1cccs1	-24.6%	-13.4%	i	-2.8	23.3%	-0.3%	-2.4%	1.6%	-8.7%
O=C(NCCCc1ccccc1)C1CCN(C(=O)N2CCOc3ccc(Cl)cc32)CC1	0.5%	-21.0%	·	·	9.1%	4.1%	?	·	-1.3%
CC1(C)CC(=O)/C(=C(\O)CCCN2C(=O)c3ccccc3C2=O)C(=NCC(=O)O)C1	?	0.6%	i	0.2	-17.4%	-0.5%	9.8%	-0.4%	0.6%
CN(C1CCCCC1)S(=O)(=O)c1ccc2c(c1)c(=O)c(C(=O)NCCc1ccccc1)cn2C	-17.4%	9.0%	·	·	-1.0%	-0.8%	0.5%	·	-5.1%

More structures:
SMILES	Nrf2 inh	HepG2 tox	Akt phos inh	CCT chaperon mod	Abeta rescue	Nrf2 ARE act	TGFb SMAD3 inh	MmCpn inh	A549 tox
CCOc1ccc(NC(=O)CN(C)C(=O)c2ccc(-c3ccc(C(C)=O)cc3)o2)cc1OCC	12.4%	-13.5%	i	-1.2	21.9%	2.2%	2.5%	0.5%	-15.8%
COc1cc(OC)c(N(C)C(=O)c2cn(C3CCCC3)c(=O)c3c2c2ccccc2n3C)cc1Cl	?	-31.8%	·	·	-26.2%	-0.5%	?	·	?
COc1ccc(NC(=O)C2CCCN2S(=O)(=O)c2cccc3cccnc23)c(OC)c1 (stereo not given)	-4.2%	-0.1%	i	0.4	-1.0%	2.6%	-4.2%	0.7%	-8.2%
Cn1c(CC(=O)NNC(=O)c2ccc(F)cc2Cl)nc2ccccc21	-28.5%	-10.8%	i	2.1	-24.1%	0.1%	16.7%	0.3%	11.3%
CCOC(=O)C1Cc2ccccc2C(=O)O1 (stereo not given)	10.1%	2.0%	i	1.4	-12.2%	0.2%	4.7%	-1.6%	-1.4%
Cc1cccc(C)c1-n1c(C)cc(/C=N/NC(=O)CSc2ncccn2)c1C	-9.0%	1.1%	i	-2.0	2.7%	0.0%	-5.5%	3.0%	-0.4%
Cc1ccc(OCCC(=O)OCC(=O)NC(=O)NC2CCCC2)cc1	2.4%	-7.8%	i	-4.2	27.7%	-0.2%	-6.2%	0.3%	-6.3%
CCCCCCCC1(C)NC(=O)NC1=O (stereo not given)	3.1%	10.8%	i	2.9	-8.2%	-0.7%	15.2%	-1.7%	-2.4%
O=C(c1cccnc1Nc1ccccc1F)N1CCOCC1	-7.4%	1.8%	i	0.8	8.9%	-0.3%	1.8%	-1.8%	2.3%
COc1ccccc1CNC(=O)c1cc(-c2cccnc2)nc2ccccc12	4.7%	-1.0%	i	-0.8	5.9%	1.9%	3.3%	-1.1%	3.5%
CCCOC(=O)c1ccc(NC(=O)COC(=O)C2CCN(c3ccc(C(F)(F)F)cn3)CC2)cc1	22.0%	4.9%	i	1.5	21.9%	3.3%	6.9%	·	-2.3%
OCC1(Cc2ccccc2)CCCN(Cc2ccn[nH]2)C1 (stereo not given)	15.2%	-0.6%	i	0.4	3.8%	0.3%	-0.2%	-7.1%	-4.4%
CCOC(=O)C1CCCN(C(=O)c2csc(-c3ccc4c(c3)CCO4)n2)C1 (stereo not given)	14.2%	-36.7%	i	-12.5	-22.2%	4.6%	3.8%	-12.2%	-0.4%
C[C@H](CO)N1C[C@H](C)[C@H](CN(C)C(=O)Nc2ccc(F)cc2)Oc2ccc(NC(=O)NC3CCCCC3)cc2CC1=O	-6.9%	-13.4%	i	-1.3	-12.6%	-0.8%	-18.9%	0.9%	-1.1%
Cc1cccc(C(=O)NCC(=O)NCC(c2ccco2)N2CCCCC2)c1 (stereo not given)	2.7%	-0.3%	i	1.3	0.5%	0.5%	13.0%	4.5%	-2.5%
COc1cc(/C=C(\C#N)C(=O)NCC2CCCO2)ccc1O (stereo not given)	-7.3%&-8.5%	-17.6%&15.4%	i	0.4	-7.4%&-11.5%	1.0%&-0.2%	-0.9%&8.4%	1.6%	-0.3%&10.3%
c1nc(N2CCOCC2)c2c3c(sc2n1)CCCC3	-15.5%	0.8%	i	-1.2	-3.5%	-0.7%	-1.3%	-2.4%	3.5%
COc1ccc(C2c3c(noc3C)CC(C)(O)C2C(C)=O)cc1 (stereo not given)	26.8%	-0.5%	i	-1.0	-2.9%	-0.2%	12.5%	2.5%	5.3%
O=C(NCCc1ccc(Cl)cc1)c1ccc2nccnc2c1	?	-9.9%	i	0.1	24.5%	0.1%	-0.9%	-1.8%	-22.6%
